POLI inh: DNA polymerase iota (human) inhibition; Q9UNA4; Pol iota fluorescent replication assay, 10 min; Potency, µM (highest dose often 115 µM), for the others: at the highest dose activity, negative = inhibition, hits mostly inhibitors; hit rate 1% among 390,000; AID 588590
Target sequence (Q9UNA4 whole entry, looked up): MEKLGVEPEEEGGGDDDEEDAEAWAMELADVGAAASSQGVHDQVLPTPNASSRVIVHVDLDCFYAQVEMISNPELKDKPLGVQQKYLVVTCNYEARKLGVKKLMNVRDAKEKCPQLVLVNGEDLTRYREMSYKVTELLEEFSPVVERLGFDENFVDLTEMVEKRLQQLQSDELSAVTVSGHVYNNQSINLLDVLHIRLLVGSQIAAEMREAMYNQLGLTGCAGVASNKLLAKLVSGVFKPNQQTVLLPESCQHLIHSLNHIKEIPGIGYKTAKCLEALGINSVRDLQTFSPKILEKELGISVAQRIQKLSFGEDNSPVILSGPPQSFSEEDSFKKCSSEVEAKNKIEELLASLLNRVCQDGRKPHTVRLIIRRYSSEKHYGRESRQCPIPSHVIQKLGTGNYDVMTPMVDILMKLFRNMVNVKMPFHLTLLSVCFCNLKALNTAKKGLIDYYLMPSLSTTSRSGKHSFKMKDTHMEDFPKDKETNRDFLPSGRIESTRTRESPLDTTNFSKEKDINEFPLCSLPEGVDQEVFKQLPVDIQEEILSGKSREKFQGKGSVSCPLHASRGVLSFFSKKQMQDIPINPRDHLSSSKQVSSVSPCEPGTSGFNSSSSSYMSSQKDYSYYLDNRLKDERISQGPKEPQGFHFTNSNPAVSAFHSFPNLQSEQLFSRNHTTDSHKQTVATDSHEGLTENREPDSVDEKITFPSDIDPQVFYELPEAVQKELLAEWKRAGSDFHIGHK
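Pol iota at 10 nM preincubated 15 min with compounds at room temperature; reaction started with fluorescent substrate, 50 nM final. Fluorescence read kinetically at 0 and 10 min; buffer-only wells as negative control.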
APEX1 inh: blocks human APE1 abasic DNA cleavage; P27695; recombinant APE1, TAMRA/BHQ-2 abasic DNA cleavage fluorescence; hit rate 0.35% among 350,000; Potency, µM (highest dose often 65.8 µM), inactives show at the top dose activity change, negative = inhibition, usual class: inhibitors;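 note: plate controls were vehicle for no effect and reference inhibitor for full effect; nearly all actives have a fitted effect of over 55% in size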
Target sequence (P27695 whole entry, looked up): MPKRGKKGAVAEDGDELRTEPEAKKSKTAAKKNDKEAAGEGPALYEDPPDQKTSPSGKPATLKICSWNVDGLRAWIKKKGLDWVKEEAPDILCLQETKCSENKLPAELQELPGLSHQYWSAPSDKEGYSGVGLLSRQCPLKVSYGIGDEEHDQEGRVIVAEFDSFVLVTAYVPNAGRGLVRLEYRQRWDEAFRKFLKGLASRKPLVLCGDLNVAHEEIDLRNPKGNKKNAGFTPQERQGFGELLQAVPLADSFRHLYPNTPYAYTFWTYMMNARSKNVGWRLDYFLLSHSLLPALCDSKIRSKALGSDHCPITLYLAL
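Readout is kinetic fluorescence (ex 525, em 598 nm) from cleavage of 50 nM TAMRA/BHQ-2 THF abasic duplex by 0.75 nM APE1, compound added 15 min beforehand at RT.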
Anesthetic bind: binds horse apoferritin like a general anesthetic; P02791; apoferritin/1-aminoanthracene competitive binding, fluorescence; Potency, µM (top dose mostly 77.5 µM), inactives show at the highest dose activity change, negative = displacement, actives largely listed as inhibitors; hit rate 0.074% among 350,000; AID 485281; note: % is set by controls: 0 for no effect and ±100 for the full control effect; nearly all actives have a fitted effect of over 20% in size
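10 uM apoferritin + 50% sat. 1-AMA, PBS; cpd 10 min RT; Ex380/Em535 endpoint; normalized to free probe vs complex; 4-param Hill fit; propofol titration as pos. ctrl.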
BAZ2B block: BAZ2B (human) inhibition | Q9UIF8 | AlphaScreen BAZ2B-H3K14Ac peptide displacement | Potency, µM (titrated, usually from 114 µM), without a hit: at the highest dose activity change, negative = inhibition, usual class: inhibitors | hit rate 4.4% among 360,000 | AID 504333; note: % is set by controls: 0 for no effect and ±100 for the full control effect; nearly all actives have a fitted effect of over 60% in size
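BAZ2B 50 nM plus b-H3(5-23)K14Ac 50 nM, PBS pH 7.4/0.01% Tween-20, 30 min RT; compound added (max 110 uM), 30 min RT; streptavidin donor/Ni-chelate acceptor beads 10 ug/mL final, 20 min dark; AlphaScreen read.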
POLB inh: inhibitors of human DNA polymerase beta. P06746. Pol beta primer extension/strand displacement, fluorescence kinetic. Potency, µM (series often up to 114 µM), inactives show top-dose activity change, negative = inhibition, usual class: inhibitors. hit rate 1.3% among 340,000. AID 485314; note: % is set by controls: 0 for no effect and ±100 for the full control effect
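Curves were derived by four-parameter Hill fits of normalized qHTS data. The kinetic fluorescent primer-extension read was taken at 0 and 10 min after 50 nM substrate, following a 15 min room-temperature preincubation of 10 nM enzyme with compounds.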
Pol eta inh: inhibitors of human DNA polymerase eta | hit rate 1.2% among 390,000 | recombinant Pol eta, fluorescent DNA replication assay | Q9Y253 | AID 588591 | Potency, µM (top dose mostly 114 µM), inactives show top-dose activity change, negative = inhibition, hits mostly inhibitors; note: % is set by controls: 0 for no effect and ±100 for the full control effect
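Fluorescent replication assay: 50 nM final substrate added after a 15 min room-temperature compound preincubation with 10 nM enzyme. Signal taken at 0 min and again at 10 min.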
Pol kappa inh: inhibitors of human DNA polymerase kappa; hit rate 0.53% among 400,000; purified Pol kappa, fluorescent DNA synthesis assay, 10 min; AID 588579; Potency, µM (highest dose often 107 µM), for inactives: at the highest dose activity, negative = inhibition, usual class: inhibitors; note: % is set by controls: 0 for no effect and ±100 for the full control effect
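Enzyme at 10 nM met test compounds for 15 min at room temperature. Substrate addition (50 nM final) began the reaction, which was monitored by fluorescence at 0 and 10 min.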
BLM inh: blocks DNA unwinding by human BLM helicase | P54132 | recombinant BLM DNA unwinding, fluorescence dequenching | Potency, µM (top dose mostly 56.1 µM), for inactives: at the highest dose activity change, negative = inhibition, hits mostly inhibitors | hit rate 0.2% among 350,000 | AID 2528;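 note: plate controls were vehicle for no effect and no enzyme for full effect; nearly all actives have a fitted effect of over 35% in size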
G9a block: inhibitors of human histone lysine methyltransferase G9a; G9a H3K9 monomethylation, AlphaScreen, 2 h; Potency, µM (highest dose often 102 µM), for inactives: at the highest dose activity, negative = inhibition, hits mostly inhibitors; hit rate 8.8% among 350,000; note: % is set by controls: 0 for no effect and ±100 for the full control effect; nearly all actives have a fitted effect of over 75% in size
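Signal arises when biotinylated H3K9 peptide, once monomethylated, bridges streptavidin donor and antibody-captured acceptor beads. Enzyme at 20 nM was preincubated 15 min with test compounds; peptide 500 nM and SAM 20 uM then reacted for 2 h.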
* = called active by the depositor; ? = inconclusive; / = no result given; [ ] = dose if it differs, or a comment. Calls come from the whole dose curve; as a rule, active = well fitted curve in the direction sought with a large enough effect; inconclusive = small, poorly fitted or top-dose-only effect, or another doubt; inactive = no such curve, though single readings can be large; an effect the other way counts as inactive or inconclusive. Potency is the fitted concentration of half-maximal effect. These rows are one share of the data. The share of hits here may be higher or lower than overall.

SMILES	POLI inh	APEX1 inh	Anesthetic bind	BAZ2B block	POLB inh	Pol eta inh	Pol kappa inh	BLM inh	G9a block
CCC1C(=O)N=C(SCC(=O)Nc2ccccc2)NC1=O (centres undefined)	9%	17%	9%	13%	23%	-14%	0%	3%	-3%[59 µM]
Cc1ccc(C)c(N2CCN(c3nc4ccc(C(=O)c5ccccc5)cc4n4cnnc34)CC2)c1	-5%	/	-10%	5%	-22%	-16%	-17%	-2%	5%[59 µM]
Cc1ccc(OCCNC(=O)CCNS(=O)(=O)c2ccc(C)cc2)cc1	11%	4%	/	12%	/	1%	-2%	/	5%
CN1CCN(C(=O)CCc2nnc3ccc(N4CCC5(CC4)OCCO5)nn23)CC1	14%	19%	-11%	-5%	38%	-6%	0%	1%	1%
COc1ccc(C2C(C(=O)Nc3cccnc3)=C(C)Nc3nc(-c4ccco4)nn32)cc1 (centres undefined)	8%	-6%	-4%	-1%	12%	-18%	6%	-5%	11%
CCOC(=O)Nc1sc2nc(C)cc(C)c2c1-n1cccc1	10%	-6%	-15%	11%	17%	-14%	-9%	2%	-42%[59 µM]
Fc1ccccc1N1CCN(c2cnc3ccccc3n2)CC1	10%	1%	-15%	-1%	16%	-1%	-2%	-1%	108%[activator][59 µM]
O=C(Cc1ccc(Cl)cc1)Nc1ccc2oc(-c3ccncc3)nc2c1	10%	-3%	-10%	-17%	?	-9%	-5%	-13%	3%[59 µM]
COc1ccc(OC)c(N2C(N)=NC(N)=NC23CCCC3)c1	3%	1%	-5%	-2%	0%	-13%	-2%	3%	-9%
Cc1ccc(C(=O)COC(=O)C(C)N2C(=O)C3C4CCC(C4)C3C2=O)cc1 (centres undefined)	114%[activator]	11%	-17%	-11%	10%	-22%	-7%	-2%	41%
COC(=O)c1cc2sccc2n1CC(=O)Nc1ccc(OC)c(OC)c1OC	-24%	2%	-9%	0%	0%	-3%	-2%	-7%	-32%[59 µM]
CC(=O)N1CCN=C1SCc1ccc(C(F)(F)F)cc1	-12%	-16%	?	2%	7%	4%	-6%	0%	/
CC1CCN(C(=O)c2ccc(CSc3nc4ccncc4n3Cc3ccc(F)cc3)cc2)CC1	-5%	-1%	-17%	-8%	25%	2%	-1%	0%	79µM*
COc1ccc(C(c2sc3ncnn3c2O)N2CCN(c3ccccc3F)CC2)cc1OC (centres undefined)	9%	0%	0%	-7%	4%	-1%	-4%	0%	-7%
O=C1CC(c2ccc(Cl)cc2)Sc2nc(-c3ccc(F)cc3)nn21 (centres undefined)	34%[activator]	/	-4%	0%	0%	-22%	1%	-6%	-6%[59 µM]
CC(=O)Oc1cccc(N2C(=O)C3CC=C(Cl)CC3C2=O)c1 (centres undefined)	?	-3%	?	5%	-24%	?	0%	1%	-18%
CS(=O)(=O)c1ncc(Cl)c(C(=O)Nc2c(C(=O)Nc3ccccc3)oc3ccccc23)n1	-17%	/	-1%	-1%	3%	-12%	-13%	-15%	4%[59 µM]
CCOC(=O)CNC(=O)C1CCC(CNS(=O)(=O)c2cccc3nsnc23)CC1 (centres undefined)	-2%	-4%	-1%	-7%	50%[activator]	-4%	-12%	-2%	/
Cc1c(CCC(=O)N[C@@H](CCCNC(N)=O)C(=O)O)c(=O)oc2cc3oc4c(c3cc12)CCCC4	33%[activator]	3%	11%	-12%	?	-8%	-10%	-2%	-5%
CCOc1ccc(CCNC(=O)CN(C)S(=O)(=O)c2cccs2)cc1OCC	12%	1%	/	7%	/	-11%	0%	/	-51%
CC(=O)c1sc2nc(=O)c(C)nn2c1C	1%	-2%	-4%	2%	3%	14%	-6%	-1%	24%[59 µM]
CNS(=O)(=O)c1cccc(C(=O)OCC(=O)Nc2ccccc2F)c1	41%[activator]	-2%	-8%	-1%	4%	10%	-15%	-2%	5%
COc1cc(NC(=S)N2CCCCC2C)c(OC)cc1Cl (centres undefined)	?	8%	-5%	-25%	-7%	-11%	-8%	-4%	?
CCc1cc2c(=O)c(-c3cnn(-c4ccccc4)c3)c(C)oc2cc1OCC(=O)Nc1ccc(F)c(F)c1	15%	-1%	-9%	2%	0%	1%	-4%	0%	-5%[59 µM]
Cc1ccc(NC(=S)NCc2ccco2)c(C)c1	?	-2%	-3%	-24%	-2%	-6%	0%	0%	-41%
O=C(Nc1cc(S(=O)(=O)N2CCCCC2)ccc1N1CCCCC1)C1CC1	0%	6%	0%	-38%	11%	-23%	-17%	-5%	-9%[59 µM]
O=C1OC(/C=C/c2ccc(Cl)cc2)=NC/1=C/c1ccco1	?	1%	-8%	-37%	2%	-11%	-18%	-4%	-10%[59 µM]
CC(C)CN1C(=O)C(=O)N(CC(=O)N(C)CC(=O)Nc2ccc(Cl)c(C(F)(F)F)c2)C1=O	-3%	21%	/	-23%	/	-6%	-8%	/	4%[12.7 µM]
Cc1cccc(NC(=O)C2CCN(S(=O)(=O)c3ccc4c(c3)OCCCO4)CC2)n1	20%	16%	/	-1%	/	-18%	9%	/	-32%
CC(C)N(Cc1nc(-c2ccc(Cl)cc2)no1)Cc1nccn1C	4%	6%	-20%	-33%	26%	-6%	6%	0%	?
NC(=O)c1nnsc1Sc1c(C(N)=O)nnn1-c1cccc(N)c1	23%	1%	-13%	/	3%	-19%	-5%	0%	?
CC(C)c1nc(SCC(=O)N2CCOCC2)c2c(=O)n(C)c(=O)n(C)c2n1	38%[activator]	1%	-21%	6%	5%	-18%	10%	3%	18%
Cc1cc(-c2ccco2)n(CC(=O)NCCCc2ccccc2)n1	22%	-4%	-6%	-7%	-4%	-21%	1%	2%	-15%[59 µM]
COCCn1c(SCC(=O)N2CCCCCC2)nc2c(c1=O)SCC2	9%	8%	-9%	-4%	15%	-10%	-18%	1%	/
CC(C)CNC(=O)Nc1cc(C(=O)NCc2ccc(C(C)C)cc2)ccc1N1CCCC1	-11%	/	32%[activator]	-16%	?	-12%	-6%[60.1 µM]	-1%	11%[12.7 µM]
COc1cccc(COCC(O)Cn2cnc3cc(C)c(C)cc32)c1 (centres undefined)	86%[activator]	-2%	-6%	?	-17%	-27%	4%	-5%	6.3µM*
CC1(c2ccccc2Cl)NC(=O)N(CC(=O)c2ccc3c(c2)OCO3)C1=O (centres undefined)	12%	-7%	/	10%	/	-5%	1%	/	-34%
COc1ccc(CCCc2nnc(SCC(=O)Nc3ncc(C)s3)o2)cc1	2%	-2%	-24%	/	0%	6%	-13%	-2%	1%[59 µM]
C#CCOCCOCCOCCNc1nc(N2CCN(C(=O)Cn3cc(CCCCN)nn3)CC2)nc(N2CCN(C(=O)[C@H](CCCCN)n3cc(CCC(=O)O)nn3)CC2)n1	17%	24%	/	3%	/	-17%	-7%	/	6%[2.33 µM]
Cc1cc(Nc2ccccc2O)c2ccccc2n1	46%[activator]	1%	-1%	6%	11%	-1%	-9%	-4%	/
O=C(c1ccccc1)N(C1=NCCCCS1)c1ccccc1	11%	5%	-16%	-17%	-1%	-9%	-23%	-1%	-4%[59 µM]
Cc1cc(-c2nnc(SCC(=O)Nc3ccccc3C(F)(F)F)o2)c(C)n1-c1ccccc1	7%	-1%	?	15%	9%	-12%	-18%	-1%	?
CC(C)[C@H](NC(=O)N1CCn2c1nc1ccccc12)C(=O)N[C@H](C(=O)O)c1ccccc1	20%	-33%	-5%	11%	-23%	-22%	9%	-3%	/
CCC1(C)Cc2ccccc2-c2c1c(=O)n(Cc1ccccc1)c1nnnn21 (centres undefined)	0%	-3%	-9%	9%	7%	-17%	-12%	-9%	-3%[59 µM]
Nc1ccc(-c2c3ccc(=O)cc-3oc3cc(O)ccc23)c(C(=O)O)c1	-14%	-10%	/	-1%	/	-3%	-6%	/	?
Cc1cccc(NC(=O)COC(=O)c2cccc3c2C(=O)c2ccccc2C3=O)c1C	2%	8%	-4%	?	-3%	-3%	-8%	-1%	16%[59 µM]
O=C(COC(=O)C12CC3CC(CC(C3)C1)C2)Nc1nccs1	?	0%	-7%	-22%	-26%	-3%	3%	-6%	6%
O=C(COC(=O)Cn1cnc2ccccc21)NCCc1ccc(Cl)cc1	-3%	3%	?	-5%	0%	8%	-17%	0%	-30%[59 µM]
Cc1ccccc1NC(=O)Cn1c(NCC(C)O)nc2ccccc21 (centres undefined)	-3%	10%	9%	2%	47%	3%	9%[60.1 µM]	-12%	25%[59 µM]
COc1ccc(C2=NNC(=O)CC2)cc1	?	12%	10%	-8%	8%	-2%	-3%	5%	?

Entries above that bear a hit mark in G9a block:
| SMILES | POLI inh | APEX1 inh | BAZ2B block | Pol eta inh | Pol kappa inh | BLM inh | G9a block |
| --- | --- | --- | --- | --- | --- | --- | --- |
| CC1CCN(C(=O)c2ccc(CSc3nc4ccncc4n3Cc3ccc(F)cc3)cc2)CC1 | -5% | -1% | -8% | 2% | -1% | 0% | 79µM* |
| COc1cccc(COCC(O)Cn2cnc3cc(C)c(C)cc32)c1 (centres undefined) | 86%[activator] | -2% | ? | -27% | 4% | -5% | 6.3µM* |

More records follow:
SMILES	POLI inh	APEX1 inh	Anesthetic bind	BAZ2B block	POLB inh	Pol eta inh	Pol kappa inh	BLM inh	G9a block
COc1ccc(-n2c(C)c3c(OC)cccc(=O)c3c2C)cc1	22%	-2%	?	?	7%	?	-8%	-3%	?
O=C(c1ccc(COc2ccc(Cl)cc2)cc1)N1CCCCC1	4%	1%	?	6%	-21%	-5%	-17%	-7%	85%[activator]
CC1CCCCN1C(=O)COC(=O)c1cc([N+](=O)[O-])ccc1N (centres undefined)	12%	20%	/	-26%	/	-8%	-15%	/	40µM*
CCOc1ccc(NS(=O)(=O)c2ccc3c(c2)N(C(C)=O)CCO3)cc1	19%	-2%	-20%	?	33%	-12%	8%	-4%	13%
O=C(CSc1nc(=O)[nH]c2c1CCC2)NCc1ccccc1Cl	21%	/	2%	-1%	-2%	-6%	-2%[60.1 µM]	1%	-3%[59 µM]

An excerpt from above in order of the POLI inh value, falling.
Compound	POLI inh	APEX1 inh	BAZ2B block	Pol eta inh	Pol kappa inh	BLM inh	G9a block
O=C(CSc1nc(=O)[nH]c2c1CCC2)NCc1ccccc1Cl	21%	/	-1%	-6%	-2%[60.1 µM]	1%	-3%[59 µM]
COc1ccc(C(c2sc3ncnn3c2O)N2CCN(c3ccccc3F)CC2)cc1OC (centres undefined)	9%	0%	-7%	-1%	-4%	0%	-7%
Cc1cccc(NC(=O)COC(=O)c2cccc3c2C(=O)c2ccccc2C3=O)c1C	2%	8%	?	-3%	-8%	-1%	16%[59 µM]

Assay outcomes as filed in PubChem.
